Screens (PubChem)
PLC-gamma1 inh = PLC-gamma1 (human) inhibition, primary screen; AID 720700; P19174; purified PLC-gamma1, fluorogenic substrate, fluorescence; actives 0.84% (n = 370,000); inhibition, % at 12.2 µM; in the data active = inhibition above about 9.5%
ARFGAP1 inh = rat ARFGAP1 inhibition | actives 0.26% (n = 360,000) | AID 651572 | inhibition, % at 16.5 µM | Q62848 | Arfgap1-stimulated ARF1 GTP hydrolysis, GDP FP detection;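 active = inhibition above a per-plate limit, mean inhibition of low control wells plus 3 SD, cut at about 25% in these data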;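 note: 0% = DMSO wells with enzyme and 100% = wells lacking Arfgap1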
Target sequence (Q62848 1-136 limits assumed): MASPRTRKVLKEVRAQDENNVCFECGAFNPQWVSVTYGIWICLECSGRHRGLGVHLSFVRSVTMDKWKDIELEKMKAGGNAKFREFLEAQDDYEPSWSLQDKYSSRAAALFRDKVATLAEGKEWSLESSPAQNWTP
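Material: truncated rat Arfgap1 GAP domain; Incubation: compound-enzyme preincubation 20 min, reaction 120 min, detection 60 min, 25 °C; Read-out: percent inhibition of Arfgap1-stimulated GTP hydrolysis; Technique: FP, GDP Alexa 633 tracer displaced from anti-GDP antibody, 620/688 nm; Controls: No-Arfgap1 wells (100%) versus DMSO full-reaction wells (0%); Replication: single well per compound.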
proKLK7 act = activators of human kallikrein-7 zymogen; purified proKLK7, EDANS-DABCYL substrate fluorescence; 100% is mature enzyme control, 0% vehicle; activation, % at 7 µM; actives 0.9% (n = 370,000); AID 652039;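 active = activation above the mean of all tested compounds plus 3 SD, computed per campaign excluding outliers beyond control limits, cut at about 13% in these data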
ASAP1 GAP inh = ASAP1 ArfGAP inhibition; ASAP1-stimulated ARF1 GTP hydrolysis, GDP FP detection; AID 624377; actives 0.19% (n = 360,000); Q9ULH1; inhibition, % at 16.5 µM; in the data active = inhibition above about 25%;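 note: 0% = vehicle with enzyme and substrate and 100% = no enzyme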
Target sequence (Q9ULH1 325-724 limits assumed): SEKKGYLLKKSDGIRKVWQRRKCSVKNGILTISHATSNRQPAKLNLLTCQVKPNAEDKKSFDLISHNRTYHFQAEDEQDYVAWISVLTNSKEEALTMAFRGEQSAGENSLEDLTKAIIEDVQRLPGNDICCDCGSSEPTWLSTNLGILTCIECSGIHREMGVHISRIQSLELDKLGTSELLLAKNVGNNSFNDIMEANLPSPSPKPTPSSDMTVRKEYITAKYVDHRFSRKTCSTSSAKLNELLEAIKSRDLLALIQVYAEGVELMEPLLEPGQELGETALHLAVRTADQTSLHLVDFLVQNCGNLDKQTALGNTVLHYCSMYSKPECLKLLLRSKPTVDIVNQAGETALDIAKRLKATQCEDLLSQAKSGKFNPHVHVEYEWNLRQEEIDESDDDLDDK
DDE Tn7 FP inh = inhibitors of Tn7 peptide binding to human fibrin DD(E). P02675. FP displacement of FITC-Tn7 peptide from fibrin DD(E); 0% = median of compound wells per plate. inhibition, % at 8.3 µM. actives 0.13% (n = 370,000). AID 720508;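 active = inhibition above the mean of compounds falling within the control limits plus 3 SD of them, cut at about 14% in these data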;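 note: 0% = plate median of compound wells and 100% = 10 µM Aha-Tn7 peptide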
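Assay system: Fibrin-DD(E) protein isolated from polymerized human fibrin clots; read-out basis: percent inhibition; medium: Tris/NaCl/CaCl2 buffer, pH 7.8; signal: FP measurement; incubation: 10 min plus 3 h, room temperature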
ADAM17 inh = inhibitors of human ADAM17. P78536. recombinant ADAM17, EDANS/DABCYL FRET peptide cleavage. inhibition, % at 6.95 µM. actives 0.83% (n = 370,000). AID 720648;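 active = inhibition above the mean of compounds lying between control limits plus 3 SD, set per campaign, cut at about 8.5% in these data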;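 note: 0% = DMSO-only wells as the low control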
Tn6 DDE FP = inhibitors of Tn6 peptide binding to human fibrin DD(E) | P02675 | Fibrin DD(E) TRITC-Tn6 fluorescence polarization displacement | inhibition, % at 8.3 µM | actives 0.21% (n = 370,000) | AID 720509;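 active = inhibition above a per-campaign cutoff: mean of compounds within control limits plus 3 SD, cut at about 15% in these data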;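 note: 0% = median of all compound wells on the plate and 100% = blocking peptide control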
MBD2 DNA inh = inhibitors of human MBD2 binding to methylated oligonucleotide | actives 0.31% (n = 370,000) | Q9UBB5 | TR-FRET | inhibition, % at 4.4 µM; in the data active = inhibition above about 13%
Target sequence (Q9UBB5 whole entry, looked up): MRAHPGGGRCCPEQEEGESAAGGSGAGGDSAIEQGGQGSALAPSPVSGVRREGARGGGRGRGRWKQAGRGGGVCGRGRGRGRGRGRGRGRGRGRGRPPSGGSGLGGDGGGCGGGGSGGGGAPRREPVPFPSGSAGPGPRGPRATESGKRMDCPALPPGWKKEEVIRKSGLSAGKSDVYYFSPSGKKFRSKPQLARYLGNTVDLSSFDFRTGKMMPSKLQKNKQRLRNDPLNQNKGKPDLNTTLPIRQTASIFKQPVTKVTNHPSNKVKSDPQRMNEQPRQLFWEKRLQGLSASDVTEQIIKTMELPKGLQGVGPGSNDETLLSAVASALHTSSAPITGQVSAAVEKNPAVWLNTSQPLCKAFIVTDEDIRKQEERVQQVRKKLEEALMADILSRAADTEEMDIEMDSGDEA
PLCb3 inh = PLC-beta3 (human) inhibition, primary screen; Purified PLC-beta3, fluorogenic substrate, fluorescence; inhibition, % at 12.2 µM; actives 0.18% (n = 370,000); Q01970; in the data active = inhibition above about 11%;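 note: 0% = median of compound wells on plate and 100% = full blocker control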
UHRF1 binding = UHRF1 methyl-DNA binding inhibition. inhibition, % at 4.4 µM. AID 687016. actives 0.75% (n = 370,000). Q96T88. UHRF1 binding to methylated oligo, TR-FRET; in the data active = inhibition above about 21%;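 note: UHRF1 SRA domain binding a hemimethylated CpG hairpin DNA probe; 0% = median of test compound wells and 100% = reference inhibitor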
Numbers without * were called inactive; i = inactive; x = not tested or not shown. Rows are unselected; any-hit rate near 4.1%.

SMILES	PLC-gamma1 inh	ARFGAP1 inh	proKLK7 act	ASAP1 GAP inh	DDE Tn7 FP inh	ADAM17 inh	Tn6 DDE FP	MBD2 DNA inh	PLCb3 inh	UHRF1 binding
Cc1nn(-c2ccccc2)c(N2CCCC2)c1/C=N/NC(=S)Nc1ccccc1F	-0.9	-5.7	-0.2	-15.9	10.0	-2.7	-2.7	-9.4	3.6	-1.8
O=C(OCc1ccc(F)cc1)c1ccc2c(c1)-c1ccccc1C2=O	2.6	0.0	0.0	-17.6	0.5	-6.1	0.5	-1.4	1.0	0.9
C/C(=N/Nc1nc(C)cc(-c2ccccc2)n1)c1ccco1	-17.1	8.4	-0.1	-2.5	5.6	-5.3	4.3	4.1	-16.9	-0.2
Cc1cc(N2CCOCC2)ccc1/C=C1\NC(=O)N(CC(=O)Nc2ccccc2C)C1=O	-9.4	3.0	0.1	3.3	-5.7	-3.3	-2.4	-0.4	-12.4	-0.7
COc1ccc(/C=C(\NC(=O)c2cccs2)C(=O)Nc2ccccc2C)cc1OC	-3.2	-3.5	0.4	-13.1	-4.5	-3.4	-0.9	-4.2	-3.1	-2.7
Cc1onc(-c2ccccc2)c1C(=O)Nc1ncc([N+](=O)[O-])s1	1.6	1.6	-0.6	8.4	1.3	-3.9	-2.8	0.8	-10.8	-2.2
CC(=O)N[C@H]1[C@H]([C@H](O)[C@H](O)CO)OC(C(=O)O)=C[C@@H]1O	0.2	0.5	-0.4	-4.5	-0.9	-1.9	1.3	-3.3	2.5	-2.2
COc1ccc(C2=NOC(C)(c3nnc(-c4ccncc4)o3)C2)cc1 (stereo unspecified)	-1.9	10.3	0.1	7.8	-8.4	-0.3	4.2	-5.4	-0.7	-4.2
CSc1nsc(SCC(=O)Nc2cc(C(=O)O)ccc2C)n1	0.2	-0.4	0.2	19.3	-4.6	1.0	-1.0	-3.4	-3.3	-2.6
COc1ccc(N(CC(=O)NCCSC(C)(C)C)S(C)(=O)=O)c(OC)c1	5.8	1.9	0.7	16.3	-4.7	-1.2	-2.3	2.6	4.9	3.6
Cc1ccc(/C=N/NC(=O)CNC(=O)COc2ccccc2)cc1	5.2	-3.2	-0.5	7.8	-3.2	-2.6	-0.8	-5.7	3.7	0.3
CCOc1cccc(CNc2nnnn2C)c1	1.2	1.4	0.2	-6.7	2.6	-2.2	0.9	2.7	3.6	-3.4
Cc1ccc2cc(CN(CCCN3CCOCC3)C(=O)NC3CCCCC3)c(=O)[nH]c2c1C	-7.9	6.1	0.2	5.8	2.0	-7.2	-5.1	-1.4	-6.9	1.8
Cc1ccccc1C(=O)Nc1cc(S(=O)(=O)N2CCCCC2)ccc1N1CCN(C)CC1	1.8	-3.5	0.1	-9.3	5.2	-1.1	-0.7	5.9	3.7	1.6
COc1ccc(CCNC(=O)C2c3ccccc3C(=O)N2CCC(C)C)cc1OC (stereo unspecified)	2.7	3.5	-0.2	14.5	5.0	-3.7	5.3	6.1	-10.9	2.2
CCN(C[C@H]1N[C@@](CC)(C(=O)OC)[C@H]2C(=O)N(Cc3ccccc3)C(=O)[C@@H]12)S(=O)(=O)c1ccc(C(F)(F)F)cc1	4.4	-0.1	0.0	23.8	3.5	-3.7	-1.8	2.8	0.3	5.2
CC(NC(=O)Cn1cc(C(F)(F)F)ccc1=O)c1ccc(F)cc1 (stereo unspecified)	-0.4	-8.6	-0.4	-9.6	1.1	-1.7	1.9	-3.1	-1.8	-0.8
Cc1cc2cc(CNC(=S)Nc3ccc(OC(F)F)cc3)ccc2n1C	-24.6	14.7	-0.7	20.5	4.4	-1.2	19.8*	-4.8	-31.4	-5.1
CS(=O)(=O)c1ccc2nc(NC(=O)c3cc4ccccc4o3)sc2c1	-26.7	0.6	0.1	12.3	0.8	-1.9	7.7	3.8	-27.2	-1.3
CC(=O)c1ccc(N2CCN(C(=O)c3ccc(-c4ccccc4)cc3)CC2)cc1	-2.8	4.7	-0.8	0.2	0.2	-1.5	5.5	2.2	-6.4	-3.8
COc1cc(/C=C(/C#N)C(=O)Nc2ccc(C)cc2)ccc1Oc1nc(Cl)ncc1F	1.4	6.6	-0.3	-14.5	1.4	-2.0	-0.1	-2.2	-2.0	-3.4
CCOc1ncccc1C(=O)OCC(=O)N1c2ccccc2CC1C (stereo unspecified)	2.5	10.8	1.2	-13.9	0.8	-0.2	2.9	-1.3	-2.0	-0.8
O=C(NNC(=S)Nc1ccccc1)c1ccncc1	-0.1	-2.8	0.4	4.9	1.9	0.1	1.6	-1.9	0.3	-2.9
CCOc1ccc(Br)cc1S(=O)(=O)NC1CCCC1	2.2	-1.4	-0.5	-10.8	-8.4	-3.4	3.9	0.5	-5.9	1.7
COc1ccc(N2CCN(C(=O)c3cccs3)CC2)cc1	6.1	4.9	-0.3	6.1	-4.8	-0.9	3.5	2.1	-3.9	-7.0
COC(=O)c1cc2oc(C)cc2n1CC(=O)Nc1cc(C)cc(C)c1	-0.4	2.8	5.4	12.6	-1.2	9.6*	3.5	-3.3	-5.7	0.7
COC(=O)c1ccc(CSc2nnc(NC(=O)C3CC(=O)N(c4ccc5c(c4)OCCO5)C3)s2)cc1 (stereo unspecified)	-3.8	-1.1	0.1	10.7	0.3	-3.3	-0.9	-2.0	-5.4	-4.3
COc1ccc(OCC(=O)NNC(=O)c2cccc(C)c2)cc1	3.2	8.0	-0.3	15.9	-2.2	-1.5	-6.8	1.2	2.3	1.9
Cn1c(=O)n(C)c2cc([N+](=O)[O-])c(N3CCN(S(=O)(=O)c4ccc5ccccc5c4)CC3)cc21	-0.6	-6.6	-0.5	3.1	4.9	-0.2	-3.2	1.5	-4.7	3.1
Nc1ccccc1NC(=O)NC(=O)c1ccccc1	0.2	7.9	0.1	-3.4	-7.2	1.4	-7.5	-0.1	-3.4	0.6
COC(=O)[C@]12C[C@H](CC(=O)N3CCN(C(=O)c4ccco4)CC3)C(=O)N(Cc3ccc(Cl)cc3Cl)C1=C[C@H](COCc1ccccc1)O[C@@H]2C	13.0*	x	0.6	x	-1.4	12.6*	6.4	-2.0	-0.7	-0.4
c1coc(C2=Nc3cccc4cccc(c34)N2)c1	-11.9	11.6	-0.1	-21.4	1.1	-0.5	-4.2	-2.2	-10.5	-7.3
Cc1ccc(C)c(N2CN(Cc3cccnc3)CNC2=S)c1	0.2	0.7	0.5	7.8	-4.0	-0.5	-4.9	-3.7	-0.3	0.1
Nc1nc(=S)[nH]c2c1C1(CCCCC1)Cc1ccccc1-2	-4.0	-1.3	0.7	10.1	-4.6	-5.8	-6.1	-1.1	-5.0	1.4
CC(=O)C1=C(O)C(=O)N(Cc2ccccc2)C1c1ccccc1F (stereo unspecified)	0.4	5.1	0.4	5.0	4.4	-1.9	-2.7	-0.1	-4.1	-4.4
O=C(COc1cc(Cl)ccc1Cl)Nc1ccc2c(c1)CCC2	5.4	5.8	-0.6	6.2	-4.0	0.5	5.7	-0.3	4.9	1.7
COc1cc2ccc(=O)oc2c(O)c1O	-78.5	-4.4	-4.6	9.8	7.0	-27.7	-0.8	2.1	-98.2	3.2
O=C1[C@@H]2C(Cc3ccc(O)cc3)NC3(C(=O)Nc4ccc(F)cc43)[C@@H]2C(=O)N1c1ccc(F)cc1 (stereo partly specified)	-4.5	3.0	1.1	16.5	0.1	-3.0	3.2	-1.0	-5.4	-1.2
COC(=O)c1ccccc1N=NNc1ccc([N+](=O)[O-])cc1	1.5	-10.4	-0.3	4.0	-1.5	-1.3	4.4	-3.8	3.9	-0.7
c1ccc2c(N3CCCCC3)nc(N3CCCCC3)nc2c1	-11.7	-4.2	-1.0	10.3	0.5	-10.6	0.8	-0.5	-11.3	-0.7
Cn1c(=O)c2cc(S(=O)(=O)Nc3cc(C(=O)O)cc(C(=O)O)c3)ccc2n(C)c1=O	3.1	-1.9	-0.4	4.4	8.9	-1.2	2.8	1.3	-2.4	2.3
CN(C)c1ccc(CNC(=O)C2(C)Cc3c(-c4cccc(C(N)=O)c4)ccnc3O2)cc1 (stereo unspecified)	10.0*	0.4	0.0	14.1	-3.4	-4.3	-8.6	5.9	-0.4	6.0
NS(=O)(=O)c1ccc(N2N=C(c3ccc(Br)cc3)CC2c2ccc(F)cc2)cc1 (stereo unspecified)	i	13.0	-217.7	11.3	2.2	i	-6.4	3.1	i	-2.4
COc1ccc(C(=O)N(Cc2ccco2)Cc2cc3cc(C)ccc3[nH]c2=O)cc1OC	-3.4	2.4	0.5	-7.4	1.6	-9.5	9.3	0.4	-10.3	1.2
CC(C)(O)C#Cc1ccc(C(=O)Nc2ccc3c(c2)OCO3)s1	-0.3	8.8	0.4	10.6	3.7	1.0	-1.5	4.1	-12.2	-2.4
O=C(c1ccc(Cl)c(Cl)c1)N1CCC(=O)N(C(COCc2ccc(Cl)cc2)Cc2ccccc2)CC1 (stereo unspecified)	12.1*	10.1	-0.5	9.1	-4.3	9.5*	-6.5	6.3	5.2	3.6
CN(CC(=O)OCC(=O)NCc1ccccc1)S(=O)(=O)c1ccc(F)cc1	1.5	2.1	0.0	9.5	-9.7	-4.5	2.7	-3.8	0.9	-0.1
Cc1ccccc1CN1CCCCC(NC(=O)c2cccc(C(F)(F)F)c2)C1=O (stereo unspecified)	-1.3	x	0.5	x	-2.0	1.9	-0.3	-4.4	1.8	-1.6
COc1ccccc1C(c1nnnn1CS(=O)(=O)c1ccc(C)cc1)N1CCSCC1 (stereo unspecified)	4.4	7.3	0.1	-4.9	1.9	1.3	-7.4	-7.8	2.6	-1.4
CC(=O)Nc1ccc(NC(=O)CSc2nnc(NC(=O)c3ccco3)s2)cc1	-1.4	2.8	-0.3	7.0	-2.9	0.0	-11.5	6.1	-6.7	-0.6
COc1ccc(NC(=O)N(C)C[C@H]2Oc3c(NS(=O)(=O)c4cn(C)cn4)cccc3C(=O)N([C@H](C)CO)C[C@@H]2C)cc1	6.0	-11.0	0.5	1.8	-1.6	6.4	-0.6	2.5	7.8	11.6
Cc1ccc(SCC(=O)OCC(=O)N(CC(C)C)c2c(N)n(Cc3ccccc3)c(=O)[nH]c2=O)cc1C	-2.5	-4.5	0.2	-6.7	4.0	-1.2	3.7	0.4	0.7	-1.1
Cc1cccn2c(=O)c3cc(C(=O)NC4CCCCCC4)sc3nc12	-62.9	-8.8	0.2	-1.7	-3.5	-77.0	-6.7	-6.9	-105.5	-3.3

One compound at a time, from the list above. Order of values: PLC-gamma1 inh	ARFGAP1 inh	proKLK7 act	ASAP1 GAP inh	DDE Tn7 FP inh	ADAM17 inh	Tn6 DDE FP	MBD2 DNA inh	PLCb3 inh	UHRF1 binding
Entry for CC(=O)Nc1ccc(NC(=O)CSc2nnc(NC(=O)c3ccco3)s2)cc1 → -1.4	2.8	-0.3	7.0	-2.9	0.0	-11.5	6.1	-6.7	-0.6
Entry for O=C(c1ccc(Cl)c(Cl)c1)N1CCC(=O)N(C(COCc2ccc(Cl)cc2)Cc2ccccc2)CC1 (stereo unspecified) → 12.1*	10.1	-0.5	9.1	-4.3	9.5*	-6.5	6.3	5.2	3.6
Entry for COc1ccc(NC(=O)N(C)C[C@H]2Oc3c(NS(=O)(=O)c4cn(C)cn4)cccc3C(=O)N([C@H](C)CO)C[C@@H]2C)cc1 → 6.0	-11.0	0.5	1.8	-1.6	6.4	-0.6	2.5	7.8	11.6
